BB579 growth dn = growth inhibitors of yeast BB579 in restrictive medium, primary screen, yeast lifespan-shortening project, S. cerevisiae | OD615, 48 h | inhibition, % at 10 µM | 0.51% of 140,000 active;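 active means inhibition above a set limit, 3 SD over the mean compound inhibition, cut at about 44% in these data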; further: inactives centre near -24
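Assay system – yeast BB579 (DeaD) · Dosing – single compound dose of 10 µM, 0.25% DMSO final · Detection – OD615 turbidity measurement · Buffer or medium – CSMM-D restrictive synthetic medium containing dextrose (glucose) · Benchmarks – positive control amphotericin B 10 µg/mL · Incubation – 48 h exposure, 30 °C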
MRP1 act = H69AR viability gain despite doxorubicin, primary screen, MRP-1 activator project, H69AR cells, CellTiter-Glo; viability rescue; viability increase, % at 10 µM; 0.61% of 140,000 active;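 active means viability gain under doxorubicin at or above a set limit, the compound median plus 3 SD, cut at about 4.7% in these data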;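 further: MRP-1 overexpressing cells given doxorubicin 25 µM after compound pretreatment; 18-22 h compound pretreatment then 72 h with doxorubicin before readout; 0% = doxorubicin-only wells and 100% = vehicle-treated cells without doxorubicin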
Yeast life ext = compounds extending yeast replicative lifespan, primary screen, S. cerevisiae, OD615; S. cerevisiae growth with nicotinamide; deaD strain in restrictive glucose medium; inhibition of the nicotinamide effect, % at 10 µM; 0.68% of 130,000 active;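 active means inhibition above a set limit, placed 3 SD over the median of all compounds, cut at about 26% in these data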;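 further: 0% = nicotinamide-treated wells and 100% = cells grown without nicotinamide; some compounds called inactive have numbers as strong as hits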
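Buffer or medium: CSMM-D glucose medium, restrictive; test system: modified budding yeast, DeaD strain; compound: single dose 10 µM compound, 0.25% DMSO; schedule: culture preincubation 4 h, compound exposure 48 h, both 30 °C; detection: optical density (absorbance) at 615 nm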
Measles CPE = compounds protecting cells from measles virus cytopathic effect, primary screen, measles RdRp inhibitor project, single point, MLSMR library, absorbance; Measles virus-infected cells, CPE protection; protection (pct of control), % at 4 µM; 1.5% of 140,000 active; in the data active means protection mostly above about 24%, no sharp cut-off; inactive means mostly below about 26%; further: some compounds called inactive have numbers as strong as hits
PTEN del growth = growth suppression of PTEN-null HCT116, primary screen, cell-based, CellTiter-Glo | HCT116 PTEN-null viability, 60 h; active compounds read low | viability, % at 10 µM | 1.2% of 140,000 active;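 active means viability at or below a set limit, 4 SD under the median of all tested compounds, cut at about 3.7% in these data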;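 further: PTEN knockout HCT116 line with beta catenin targeted HCT116 as companion control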
bCat KO growth = primary screen for growth suppressors in beta-catenin knockout HCT116 cells (colon tumor, human) | HCT116 beta-catenin knockout viability, CellTiter-Glo, 60 h; active compounds read low | viability, % at 10 µM | 1.5% of 140,000 active;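 active means viability at or under a set limit, the compound median less 4 SD, cut at about 6% in these data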;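 further: 0% = Hyamine 1622 control at 20 µM and 100% = untreated cell control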
Phagocyt inh = inhibitors of macrophage phagocytosis, primary screen, imaging, J774A.1 cells, IgG beads. 0.07% of 110,000 active. J774A.1 macrophage IgG-bead phagocytosis. inhibition, % at 5 µM;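 active means inhibition above the mean of the plate negative controls plus 5 SD, cut at about 13% in these data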;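 further: phagocytic index as fraction of beads internalized from green versus red external bead signal; plate controls were DMSO negative control for no effect and cytochalasin-D positive control for full effect; some results beyond the cut were filed as inactive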
E-sel TNF inh = E-selectin induction blockers in HUVEC – imaging, immunofluorescence, high content, primary screen | HUVEC TNFa-induced E-selectin immunofluorescence | inhibition, % at 2 µM | 0.71% of 120,000 active | AID 1246, 2008;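 active means inhibition above the batch mean plus 3 SD, and confirmed as a hit on visual image review, cut at about 43% in these data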;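 further: 0% = TNF-stimulated DMSO wells and 100% = unstimulated control wells; not every result past the cut was called active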
GALR2 antag = GALR2 antagonists in receptor-expressing cells, primary screen | antagonist mode | inhibition, % at 4 µM | Galanin receptor type 2 (Homo sapiens), O43603 | 0.39% of 140,000 active; in the data active means inhibition above about 27%;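 further: cells stimulated with galanin 1-16 at roughly its EC80; 0% = agonist challenge control and 100% = basal control without agonist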
Target sequence (O43603 whole entry, looked up): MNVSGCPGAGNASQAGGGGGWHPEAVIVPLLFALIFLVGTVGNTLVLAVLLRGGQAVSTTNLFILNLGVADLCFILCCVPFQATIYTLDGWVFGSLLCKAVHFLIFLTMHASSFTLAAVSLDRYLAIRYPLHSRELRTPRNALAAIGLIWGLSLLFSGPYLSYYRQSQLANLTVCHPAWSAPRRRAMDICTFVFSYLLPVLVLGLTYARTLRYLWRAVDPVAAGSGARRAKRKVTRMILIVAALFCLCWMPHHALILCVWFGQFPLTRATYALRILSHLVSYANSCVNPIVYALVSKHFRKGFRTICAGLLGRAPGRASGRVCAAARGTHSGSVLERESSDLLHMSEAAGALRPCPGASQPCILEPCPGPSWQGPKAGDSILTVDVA
NPY-Y2 antag = NPY-Y2 receptor antagonists, primary screen, cell-based; inhibition, % at 2.7 µM; 0.99% of 140,000 active; Neuropeptide Y receptor type 2 (Homo sapiens), P49146; NPY-Y2 expressing cells, antagonist mode; AID 793, 2007; in the data active means inhibition above about 17%;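 further: 0% = vehicle with agonist challenge and 100% = reference antagonist with challenge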
Target sequence (P49146 whole entry, looked up): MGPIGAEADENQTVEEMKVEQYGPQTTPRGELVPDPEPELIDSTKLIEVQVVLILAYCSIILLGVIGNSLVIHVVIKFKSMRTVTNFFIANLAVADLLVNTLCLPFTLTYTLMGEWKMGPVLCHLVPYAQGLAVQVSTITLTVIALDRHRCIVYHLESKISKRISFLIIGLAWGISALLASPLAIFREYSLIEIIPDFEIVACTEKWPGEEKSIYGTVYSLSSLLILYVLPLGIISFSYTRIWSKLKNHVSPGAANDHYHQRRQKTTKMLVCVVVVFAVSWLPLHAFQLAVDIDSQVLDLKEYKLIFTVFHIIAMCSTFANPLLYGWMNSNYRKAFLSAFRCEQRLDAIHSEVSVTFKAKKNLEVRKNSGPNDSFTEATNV
The depositor's hits bear a star; · = no result given. Random draw from the library; any-hit rate near 6.3%.

nr	mol	bCat KO growth	Phagocyt inh	Measles CPE	GALR2 antag	E-sel TNF inh	BB579 growth dn	MRP1 act	NPY-Y2 antag	Yeast life ext	PTEN del growth
1	COC(=O)c1cn(NC(=O)/C=C/c2cc(OC)ccc2OC)c(=O)c2ccccc12	89	-4	6	-6	-1	-42	-2.4	2	-3	83
2	CCn1c(SCC(=O)Nc2cc(C)on2)nnc1-c1cccnc1	94	1	22	-8	9	-22	0.6	5	-10	88
3	Cc1ccc(CNC(=O)CN(c2cccc([N+](=O)[O-])c2)S(=O)(=O)c2ccccc2)cc1	73	-7	17	-6	-9	-3	-1.2	0	-3	71
4	O=C(/C=C/Nc1ccccc1F)c1ccc(Br)cc1	84	·	17	4	·	-34	-2.4	2	-4	90
5	Cc1ccc(N=C(NOCc2ccc(Cl)cc2Cl)c2nonc2N)c(C)c1	42	0	8	1	-7	-52	-2.9	21*	-8	54
6	CC(Sc1nncn1-c1ccccc1)C(=O)Nc1cccc([N+](=O)[O-])c1 (centres undefined)	91	-5	28	-17	9	10	-2.6	2	-7	94
7	Cc1cc(C)c2nc(SCC(=O)N3CC(=O)Nc4ccccc43)c(C#N)cc2c1	18	·	2	1	-36	-29	-5.7	4	·	20
8	CCOC(=O)C1CCCN(c2cc(NCCCO)c([N+](=O)[O-])c3nonc23)C1 (centres undefined)	93	·	11	-10	4	-28	-1.2	3	1	95
9	O=c1oc2cc(Oc3ccc(C(F)(F)F)cc3[N+](=O)[O-])ccc2c2c1CCCC2	86	·	20	2	-27	-36	-0.5	4	-2	77
10	OC(COCc1ccc(Cl)cc1)CN1CCc2ccccc2C1 (centres undefined)	97	-6	18	2	-2	-47	-1.9	8	11	102
11	C(=C\c1ccccc1)/C=N/N1CCN(c2ccccn2)CC1	96	-2	4	11	-23	-15	0.2	2	-9	105
12	O=C(Nc1ccc2c(c1)OCCO2)C1CCCN(S(=O)(=O)Cc2ccccc2)C1 (centres undefined)	89	1	13	-23	3	-17	-1.7	8	-15	88
13	Cc1ccccc1Nc1nc(N)nc(COC(=O)c2cccn2C)n1	69	0	4	8	7	-6	0.3	1	-10	75
14	CC(=O)NC1(C(F)(F)F)N=C(c2ccccc2)NC1=O (centres undefined)	92	-5	12	-1	·	1	-0.4	0	0	98
15	O=C(NCc1ccco1)C(C(=O)c1ccccc1)n1ccccc1=O (centres undefined)	94	-1	4	-3	·	-6	-0.6	1	-6	97
16	COc1ccc(-n2nnc3c(=O)n(CC(=O)N4CCCCC4)cnc32)cc1	·	3	·	10	25	·	·	0	·	·
17	Cc1ccsc1C(=O)OCC(=O)N1CCOCC1	98	0	5	0	2	-67	-0.7	0	-2	105
18	CCCOC(=O)CSC1=C(C#N)C(c2ccc3c(c2)OCO3)CC(=O)N1 (centres undefined)	49	0	11	0	·	-44	-1.9	4	2	47
19	CCC(C)NC(=O)CO/N=C/c1ccccc1OC(F)F (centres undefined)	102	1	12	-4	3	-38	-1.0	3	-3	105
20	Cc1c(S(=O)(=O)N2CCN(C(c3ccccc3)c3ccccc3)CC2)c(=O)n(C)c(=O)n1C	88	1	-1	-1	-12	-13	-0.3	1	-11	92
21	O=C(CCCN1C(=O)c2cccc3cccc(c23)C1=O)N1CCN(c2ccccc2)CC1	91	-5	4	5	-1	-27	-1.9	4	2	88
22	Clc1ccc(OCCCN2CCCCC2)c(Br)c1	66	·	4	6	28	-13	-3.5	5	2	67
23	CCc1ccc2nc(NC(=O)CCCc3cccs3)sc2c1	78	-2	5	-8	·	-48	1.4	7	-13	81
24	CN(c1ccc([N+](=O)[O-])cc1/C=N/NC(=O)COc1ccccc1)C1CCCCC1	77	-14	4	5	·	-21	-1.4	0	-3	88
25	N#CC1=C(S)N(c2ccccc2)C(c2ccc(-c3ccccc3Cl)o2)NC1=O (centres undefined)	72	-5	13	-9	·	-31	-3.9	3	0	89
26	O=C(c1cnn(C(=O)c2ccccc2)c1)c1ccccc1O	95	-4	9	-9	2	-14	-0.9	2	20	96
27	O=C(Nc1ccccc1)c1cc(-n2cnnc2)ccc1Cl	99	·	37	6	-17	-1	-1.7	0	-10	87
28	Cc1ccc(C(=O)C2C(=O)c3ccccc3C2=O)cc1	91	·	29	13	2	-44	-3.9	1	69*	87
29	CN(c1ccccc1)S(=O)(=O)c1ccc(NC(=S)NC(=O)C2CC2)cc1	90	-6	4	10	-30	-16	-3.1	3	7	90
30	CCOC(=O)c1c(C)[nH]c(C(=O)OCC(=O)NC(C)C)c1C	95	2	3	-11	4	-21	-1.1	-1	-3	89
31	Cc1nn(CCc2n[nH]c(=S)n2-c2ccc(F)cc2)c(C)c1[N+](=O)[O-]	82	0	9	7	17	-29	-3.2	3	-5	98
32	O=c1cc(CO)occ1OCc1cccc(F)c1	98	·	10	2	1	-38	-0.9	1	-22	96
33	Cc1ccc(Oc2ccccc2)c(NC=O)c1	93	·	14	-9	10	-30	-0.7	1	-11	100
34	Cc1ccc2c3c(c(SCC(=O)Nc4nccs4)nc2c1)CCCC3	90	·	5	4	·	-48	0.3	0	-20	100
35	Cc1noc(C)c1S(=O)(=O)Nc1ccc(C(=O)N2CCN(c3cccc(Cl)c3)CC2)cc1	100	0	9	-4	18	-78	-0.8	0	-1	104
36	CC(=O)Nc1ccc(N(C(=O)c2cnccn2)C(C(=O)NC2CCCCC2)c2ccc(O)cc2)cc1 (centres undefined)	102	0	3	-6	-2	-15	-0.5	0	-14	103
37	Cc1ccsc1C(=O)N1CC(=O)Nc2ccccc21	73	·	7	-1	·	-53	-1.4	4	-8	70
38	CCC(c1nnnn1Cc1ccccc1)N1CCN(C(=O)c2ccco2)CC1 (centres undefined)	88	0	8	-3	·	-35	-1.5	3	-4	93
39	Cc1nc2cc(C(=O)O)ccc2n1C1CCCCC1	87	·	4	0	2	-29	-0.3	1	·	96
40	O=C(O)CCCNC(=O)Nc1ccccc1	92	·	7	1	-7	-37	-0.6	0	5	93
41	O=C(CNS(=O)(=O)c1ccc(F)cc1)N1CCN(c2ccc(F)cc2)CC1	105	-1	4	-4	-18	-31	-0.6	2	6	105
42	COc1cc(CNC(C)(C)CO)cc(Br)c1OCc1ccc(Cl)cc1Cl	1.3*	·	7	3	·	12	-5.0	5	-7	1.6*
43	COc1ccc(/C=N/NC(=O)CCOc2ccccc2C)cc1OC	95	0	5	-3	1	-35	1.7	35*	-1	89
44	CCCCc1c(C)nc2c(OC)cccc2c1SCCC(=O)O	96	0	7	0	22	-61	-2.3	3	3	92
45	CCOc1ccccc1-n1c(CNc2ccc(F)cc2)nnc1SCC(=O)NCc1ccco1	92	·	15	-4	28	-17	0.0	5	·	95
46	Cc1ccc(NC(=O)c2ccc(CSc3nnc(C)s3)cc2)cc1	95	·	7	3	-23	-39	0.5	0	-10	93
47	Cc1ccc(C)c(Oc2coc3cc(OCC(=O)Nc4ccccc4C(C)C)ccc3c2=O)c1	78	·	5	6	·	-57	0.0	6	-1	61
48	COc1cc(-c2nnc(-c3ccncc3)o2)ccc1OCc1ccccc1	51	0	91*	-2	-2	-47	-5.1	-2	-17	31

Compounds 1 to 8, reprinted for reference:
nr	mol	bCat KO growth	Phagocyt inh	Measles CPE	GALR2 antag	E-sel TNF inh	BB579 growth dn	MRP1 act	NPY-Y2 antag	Yeast life ext	PTEN del growth
1	COC(=O)c1cn(NC(=O)/C=C/c2cc(OC)ccc2OC)c(=O)c2ccccc12	89	-4	6	-6	-1	-42	-2.4	2	-3	83
2	CCn1c(SCC(=O)Nc2cc(C)on2)nnc1-c1cccnc1	94	1	22	-8	9	-22	0.6	5	-10	88
3	Cc1ccc(CNC(=O)CN(c2cccc([N+](=O)[O-])c2)S(=O)(=O)c2ccccc2)cc1	73	-7	17	-6	-9	-3	-1.2	0	-3	71
4	O=C(/C=C/Nc1ccccc1F)c1ccc(Br)cc1	84	·	17	4	·	-34	-2.4	2	-4	90
5	Cc1ccc(N=C(NOCc2ccc(Cl)cc2Cl)c2nonc2N)c(C)c1	42	0	8	1	-7	-52	-2.9	21*	-8	54
6	CC(Sc1nncn1-c1ccccc1)C(=O)Nc1cccc([N+](=O)[O-])c1 (centres undefined)	91	-5	28	-17	9	10	-2.6	2	-7	94
7	Cc1cc(C)c2nc(SCC(=O)N3CC(=O)Nc4ccccc43)c(C#N)cc2c1	18	·	2	1	-36	-29	-5.7	4	·	20
8	CCOC(=O)C1CCCN(c2cc(NCCCO)c([N+](=O)[O-])c3nonc23)C1 (centres undefined)	93	·	11	-10	4	-28	-1.2	3	1	95

Bioassay records: PubChem BioAssay, several laboratories
